hERG WT inh: KCNH2 (human, wildtype) channel inhibition; activity change, % at 1.84 µM; Q12809; actives 0.37% (n = 340,000); U2OS, BacMam KCNH2, thallium flux FluxOr; hits give low values; AID 720551;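 active means maximum activity change below -70%; inconclusive means maximum activity change between -70% and -50%; inactive means maximum activity change above -50%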; further: on the % scale 0 is the no-effect control and ±100 the full control effect
Target sequence (Q12809 whole entry, looked up): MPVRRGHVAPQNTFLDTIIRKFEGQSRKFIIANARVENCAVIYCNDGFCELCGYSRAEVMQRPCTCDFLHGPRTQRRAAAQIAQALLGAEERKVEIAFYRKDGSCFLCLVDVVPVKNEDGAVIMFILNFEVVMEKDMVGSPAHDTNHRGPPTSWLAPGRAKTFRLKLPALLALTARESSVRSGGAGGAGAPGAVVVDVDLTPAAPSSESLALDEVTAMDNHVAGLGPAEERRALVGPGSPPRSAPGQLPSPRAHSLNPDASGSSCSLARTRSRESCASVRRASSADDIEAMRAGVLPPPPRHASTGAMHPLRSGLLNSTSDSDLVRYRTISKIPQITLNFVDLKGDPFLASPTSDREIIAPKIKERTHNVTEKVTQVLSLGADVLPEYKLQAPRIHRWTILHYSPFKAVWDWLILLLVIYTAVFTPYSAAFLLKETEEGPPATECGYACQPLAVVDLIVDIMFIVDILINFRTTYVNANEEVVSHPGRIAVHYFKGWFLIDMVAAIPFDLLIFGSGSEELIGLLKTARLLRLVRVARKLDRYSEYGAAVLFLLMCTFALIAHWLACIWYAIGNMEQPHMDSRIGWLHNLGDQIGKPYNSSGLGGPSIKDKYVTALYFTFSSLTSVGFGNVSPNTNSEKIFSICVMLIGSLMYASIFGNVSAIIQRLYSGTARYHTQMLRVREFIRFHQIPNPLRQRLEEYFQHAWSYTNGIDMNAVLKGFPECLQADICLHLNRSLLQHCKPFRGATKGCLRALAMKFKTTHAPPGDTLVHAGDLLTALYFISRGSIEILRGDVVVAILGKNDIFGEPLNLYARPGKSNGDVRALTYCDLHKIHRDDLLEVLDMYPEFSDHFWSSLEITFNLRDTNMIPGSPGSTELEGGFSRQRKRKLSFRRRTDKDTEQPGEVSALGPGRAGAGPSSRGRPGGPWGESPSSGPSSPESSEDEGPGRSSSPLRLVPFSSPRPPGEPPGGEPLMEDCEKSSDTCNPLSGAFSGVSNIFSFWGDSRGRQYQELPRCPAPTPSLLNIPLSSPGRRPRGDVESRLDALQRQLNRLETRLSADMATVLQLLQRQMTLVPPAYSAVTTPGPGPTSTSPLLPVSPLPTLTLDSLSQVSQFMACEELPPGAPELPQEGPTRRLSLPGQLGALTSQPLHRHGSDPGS
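U2OS cells transduced with wild-type KCNH2 virus are loaded with FluxOr dye for 45 min, and thallium flux is measured in kinetic reads before and after stimulation buffer. Rate constants are normalized to DMSO controls.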
ASM inhibitor: inhibitors of human secretory acid sphingomyelinase; placental ASM, HMU-PC fluorogenic substrate, 60 min; Potency, µM (titrated, usually from 57.5 µM), for the others: at the highest dose activity change, negative = inhibition, actives largely listed as inhibitors; actives 0.006% (n = 340,000); further: potency means the concentration at half of the fitted maximal effect
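HMU-PC0 cleavage (9 uM final) by human placental ASM, 60 min at 37 °C following 10 min compound exposure at RT; stopped at pH 10, fluorescence Ex 386/Em 447 nm.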
USP2a inh: inhibitors of human ubiquitin-specific protease USP2a | Potency, µM (titrated, usually from 38.3 µM), for inactives: at the highest dose activity change, negative = inhibition, actives largely listed as inhibitors | actives 0.01% (n = 330,000) | USP2 core, Ub-CHOP2 coupled fluorogenic reporter, 485/531 | O75604 | AID 463254;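 further: potency means the concentration at half of the fitted maximal effect; plate controls were DMSO wells for no effect and full inhibition by NEM control for full effect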
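USP2 core (10nM final) preincubated 30min RT with compound in 20mM Tris-HCl pH 8.0, 2mM CaCl2, 2mM beta-mercaptoethanol, 0.05% CHAPS; 25nM Ub-CHOP2 plus 25nM reporter substrate added, fluorescence (Ex485/Em531) read after 60min.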
PKM2 activator: activators of human pyruvate kinase M2. actives 0.34% (n = 260,000). purified PKM2, Kinase-Glo ATP luminescence, activation; response scale: 0% is enzyme alone, no compound. P14618. Potency, µM (series often up to 57.5 µM), for the others: at the top dose activation, actives largely listed as activators; further: potency means the concentration at half of the fitted maximal effect; on the % scale 0 is the no-effect control and ±100 the full control effect; nearly all actives have a fitted effect of over 55% in size
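Purified hPK-M2 (>95% pure) converted ADP (0.1 mM final) to ATP with 0.5 mM PEP in 50 mM imidazole pH7.2, KCl, MgCl2, Tween 20, BSA; 1 h at room temperature. ATP detected by Kinase-Glo luminescence.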
Eya2 phos inh: blocks the phosphatase activity of human Eya2; O00167; recombinant Eya2, OMFP fluorescence dephosphorylation (OMFP is methylfluorescein phosphate); Potency, µM (doses to about 76.9 µM), for the others: at the highest dose activity, negative = inhibition, most hits filed as inhibitors; actives 0.006% (n = 330,000); AID 488837; further: potency means the concentration at half of the fitted maximal effect; on the % scale 0 is the no-effect control and ±100 the full control effect
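Eya2 protein (added as 0.2 uM solution) was preincubated with compound for 10 min at ambient temperature in 50 mM HEPES pH 7.5, 50 mM NaCl, 5 uM MgCl2, 0.05% BSA, 1 mM DTT. OMFP (added at 50 uM) then reacted 10 min; fluorescence read at 485/525 nm.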
GALK inhibitor: blocks human galactokinase activity. actives 0.007% (n = 270,000). Potency, µM (titrated, usually from 57.5 µM), for the others: top-dose activity change, negative = inhibition, hits mostly inhibitors. Purified GALK, Kinase-Glo residual ATP luminescence. AID 1868. P51570; further: potency means the concentration at half of the fitted maximal effect; on the % scale 0 is the no-effect control and ±100 the full control effect
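Kinase-Glo Plus luminescence measured ATP left after a 1 h room-temperature reaction. The reaction used 5 nM GALK, 100 uM galactose and 35 uM ATP at pH 8.0 (20 mM HEPES, 5 mM MgCl2, 60 mM NaCl, 1 mM DTT, 0.01% BSA).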
BCR signal inh: chronic active BCR signaling inhibition; ABC-DLBCL IkBa-CBG/CBR reporter, luminescence ratio, 4 h; AID 493014; actives 0.05% (n = 340,000); Potency, µM (series often up to 46.1 µM), for inactives: at the top dose ratio change, negative = lower green/red ratio, usual class: inhibitors; active means well fitted inhibition curve with a large enough effect in the signal ratio, with a control signal flat, not every such curve was filed as active; inconclusive means small, poorly fitted or top-dose-only effect, or effect the other way, or a change in a side signal; the % refers to the signal ratio;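 further: potency means the concentration at half of the fitted maximal effect; plate controls were basal doxycycline-induced cells for no effect and cells given 10 µM MG132 for full effect; MG132 reads +100%, hits lower the ratio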
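Doxycycline induced both beetle luciferases in TMD8 lymphoma cells; IKK-driven degradation limits the IkappaBalpha-fused green signal, while red luminescence normalises for cell number and nonspecific effects. Compounds tested up to 46 uM, 4 hrs.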
TSHR antag: human thyrotropin receptor antagonism. P16473. activity change, negative = inhibition, % at 11.5 µM. actives 0.2% (n = 330,000). TSHR-expressing cells, TSH-stimulated cAMP HTRF, 2 h; hits give low values. AID 504810;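 active means activity change below a set negative limit, meaning inhibition stronger than a set level, cut at about -70% in these data; inconclusive means activity change between two set negative limits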; further: on the % scale 0 is the no-effect control and ±100 the full control effect
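Antagonism was scored as loss of TSH-driven cAMP in TSHR cells, stimulated with 4nM TSH (EC80) for 2 hours at 37 deg C and detected by homogeneous HTRF competition immunoassay.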
Mito fusion yeast: blocks mitochondrial division or promotes mitochondrial fusion; S. cerevisiae fusion-defective mutant growth rescue, CellTiterGlo 48 h; Potency, µM (titrated, usually from 46.1 µM), for the others: at the highest dose growth rescue (activation), actives largely listed as activators; actives 0.23% (n = 320,000);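 further: potency means the concentration at half of the fitted maximal effect; % of control where 0% means no effect; nearly all actives have a fitted effect of over 45% in size; temperature-sensitive fusion mutants such as fzo1-1 at 37 °C on non-fermentable ethanol glycerol medium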
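Read-out: ATP-based luminescence (CellTiterGlo, 10 min ambient) reporting growth of fusion-defective ts yeast after 48 hours at 37C on glycerol/ethanol YPEG medium in the presence of compound.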
MBNL1-CUG inh: inhibitors of human MBNL1 binding to CUG repeat RNA | TR-FRET MBNL1-His/biotin-(CUG)12 binding, 665/545 ratio | Potency, µM (top dose mostly 57.5 µM), for the others: at the highest dose activity change, negative = inhibition, usual class: inhibitors | actives 0.036% (n = 280,000) | AID 2675; active means well fitted inhibition curve with a large enough effect in the signal ratio, with a control signal flat, not every such curve was filed as active; inconclusive means small, poorly fitted or top-dose-only effect, or effect the other way, or a change in a side signal; inactive means no such curve, though single readings can be large or run the other way; the % refers to the signal ratio; further: potency means the concentration at half of the fitted maximal effect; on the % scale 0 is the no-effect control and ±100 the full control effect
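Inhibition of protein-RNA binding appears as loss of TR-FRET between terbium anti-His antibody on MBNL1-His and streptavidin-XL665 on biotin-(CUG)12. Activity is normalized to buffer-only and uninhibited-complex controls.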
Menin-MLL TR inh: displaces Texas Red mutant MLL peptide from human menin; O00255; Menin + Texas Red MLL mutant peptide, fluorescence polarization; Potency, µM (doses to about 61.6 µM), for the others: top-dose FP activity change, negative = inhibition, hits mostly inhibitors; actives 0.23% (n = 270,000); AID 1768; active means well fitted inhibition curve with a large enough effect in the polarisation, with a control signal flat, not every such curve was filed as active; inconclusive means small, poorly fitted or top-dose-only effect, or effect the other way, or a change in a side signal; inactive means no such curve, though single readings can be large or run the other way; the % refers to the polarisation; further: potency means the concentration at half of the fitted maximal effect; % of control where 0% means no effect; many of its hits are not listed in these tables
Numbers without * were called inactive; ? = inconclusive; / = no result given; [ ] = another dose, or the depositor's remark. Unless noted, the call rests on the fitted dose curve; in most records, active means well fitted curve in the direction sought with a large enough effect; inconclusive means small, poorly fitted or top-dose-only effect, or another doubt; inactive means no such curve, though single readings can be large; an effect the other way counts as inactive or inconclusive.

SMILES	hERG WT inh	ASM inhibitor	USP2a inh	PKM2 activator	Eya2 phos inh	GALK inhibitor	BCR signal inh	TSHR antag	Mito fusion yeast	MBNL1-CUG inh	Menin-MLL TR inh
Cc1cccc(NS(=O)(=O)c2cc(C(=O)OC(C)C(=O)NCc3ccc4c(c3)OCO4)ccc2C)c1 (configuration not stated)	0	-10%	-5%	26%	0%	-2%	?	-21	3%	-11%	-14%
COc1ccc2oc(C(=O)N(C)CCOc3ccccc3)c(C)c2c1	28	-3%	-1%	-19%	2%	1%	-3%	-7	-1%	-1%	/
Cc1ccc(CNC(=O)CNS(=O)(=O)c2ccc3c(c2)C(C)(C)C(=O)N3C)cc1	-4	2%	3%	-5%	13%	/	-10%	0	2%	3%	2%
CCOc1ccc2c(=O)c(Oc3ccccc3)c(C)oc2c1	-1	0%	-1%	-4%	?	5%	7%	8	9%	5%	?
CCOc1ccc(C(C(=O)NCCOC)N(CCOC)C(=O)CCC(=O)Nc2ccccn2)cc1 (configuration not stated)	-9	1%	2%	/	10%	0%	-4%	4	2%	0%	?
CCOC(=O)N1CCC(NC(=O)c2ccc3c(c2)N=C(C)c2c(C)ccc(C)c2S3)CC1	-4	6%	-20%	5%	-4%	5%	?	37	-1%	-2%	-18%
O=C(CCN1C(=O)C2C3C=CC(C3)C2C1=O)N1CCN(c2ccccc2Cl)CC1 (configuration not stated)	11	0%	-1%	15%	-25%	1%	?	10	1%	1%	?
O=C(O)c1ccc(Cl)c(N2C(=O)Nc3ccccc3N2O)c1	5	1%	0%	19%	18%	8%	7%	-9	5%	/	-2%
COc1ccc(NC(=O)CSc2nc3ccccc3c(=O)n2CCCO)cn1	-1	-1%	-1%	/	16%	/	-6%	24	-3%	/	/
COc1ccc(C2=Nn3c(nnc3-c3ccccc3OC)SC2)cc1OC1CCCC1	/	-16%	-8%	/	-7%	/	?	55	/	/	/
CCOc1ccc2nc(CN3CCN(Cc4ccsc4)C(CCO)C3)ccc2c1 (configuration not stated)	6	-1%	1%	-4%	-3%	4%	-4%	3	-8%	4%	-15%
O=C(Nc1ccc(O)cc1)c1c(O)c2c([nH]c1=O)CCCC2	1	10%	0%	-3%	13%	3%	-3%	4	4%	-7%	?
CCC(C)(C(=O)Nc1ccc2c(c1)OCCO2)N(C(C)=O)c1ccc(C(N)=O)cc1 (configuration not stated)	7	-1%	0%	-3%	-2%	-5%	10%	3	0%	4%	-14%
CC(=O)Nc1ccc2c(c1)C(C)(C)C(C)N2C (configuration not stated)	-20	-1%	0%	1%	9%	0%	8%	-2	-3%	81%[activator]	?
Cc1ccccc1Cn1nc(C)c(NC(=O)/C=C/c2cnn(C)c2)c1C	3	-2%	5%	1%	4%	/	6%	-6	-1%	-1%[11.5 µM]	-8%
OC(CNc1ccccc1)COc1ccc(OCC(O)CNc2ccccc2)cc1 (configuration not stated)	-8	-13%	2%	-7%	-20%	3%	-1%	-3	-9%	-7%	14%
COC(=O)c1sc(NC(=O)C2CCCO2)c(C(=O)OC)c1C (configuration not stated)	-5	-2%	1%	9%	12%	0%	4%	-1	20%	15%	20%
CC(=O)c1c(C)[nH]c(C(=O)Nc2ccc(C)cc2Br)c1C	-11	-3%	1%	?	-11%	12%	?	7	14%	11%	?
CCOC(=O)N1CCN(c2c(NCCN3CCN(c4ccccc4F)CC3)c(=O)c2=O)CC1	10	5%	4%	2%	1%	0%	?	-2	0%	1%	/
Cc1ccc(S(=O)(=O)N2CCOCC2)cc1NC(=O)CSc1nc(N)cc(=O)[nH]1	1	-1%	2%	-7%	?	0%	-1%	1	-2%	/	/
COc1cc(C(=O)OC2CC3CCC2(C)C3(C)C)ccc1OC(C)=O (configuration not stated)	-5	-1%	3%	-1%	-19%	-2%	?	13	-2%	12%	?
CC(C)(C)c1cc(-c2nc(N)nc(N)n2)c(O)c(C(C)(C)C)c1	-7	-15%	-14%	/	-40%	/	?	-2	-12%	/	/
Cc1ccc(NC(=O)C2CCCN(c3ncnc4c3nc3n4CCCCC3)C2)cc1Cl (configuration not stated)	5	-20%	-1%	/	-2%	-9%	?	7	11%	7%	/
COc1ccc(/C=N/N=C2/NC(=O)C(CC(=O)NC(N)=O)S2)cc1 (configuration not stated)	8	2%	1%	1%	-11%	-2%	-7%	-5	-7%	-18%	2%
CC(C)N1CC(C(=O)Nc2ccc(Cl)c([N+](=O)[O-])c2)CC1=O (configuration not stated)	15	-1%	1%	3%	-11%	0%	-13%	-5	-2%	?	26%
Cc1ccc(NC(=O)CO/N=C/c2ccc(N(C)C)cc2)cc1	2	5%	13%	-2%	-7%	/	0%	-6	3%	0%	-8%
CCOC(=O)c1sc2ncnc(N3CCN(CC)CC3)c2c1C	5	1%	1%	2%	14%	-1%	2%	0	-2%	21%	-19%
CCNc1nc(NCC)nc(SCCOC(=O)Nc2ccc(Cl)cc2Cl)n1	7	-4%	3%	20%	-4%	/	-6%	2	-4%	-9%	16%
Cc1ccc(S(=O)(=O)CCC(=O)OCc2cc(C)ccc2C)cc1	-5	3%	2%	/	?	/	-9%	-3	9%	/	/
Cc1c(Cl)cccc1NS(=O)(=O)c1ccc(-c2ccc(=O)[nH]n2)o1	-8	2%	0%	/	-17%	6%	-21%	16	19%	95%[activator]	0%
O=C(NCCNC(=O)C(F)(F)F)c1ccncc1	-7	3%	1%	-2%	7%	4%	2%	25	1%	-6%	1%
Cc1nn(CC(=O)OC(C)C(=O)Nc2ccccc2[N+](=O)[O-])c(C)c1[N+](=O)[O-] (configuration not stated)	4	2%	0%	-12%	-7%	-1%	-3%	5	-4%	?	-3%
O=C(COc1cccc2ccccc12)NNC(=O)C1CCCO1 (configuration not stated)	-2	-1%	0%	-2%	11%	1%	-14%	-5	-5%	-14%	5%
CCc1ccc(/C=C2\C(=N)N3N=C(CC(=O)N4CCCCC4)SC3=NC2=O)cc1	-4	-3%	5%	/	1%	-8%	1%	19	-3%	-3%	/
CCc1nnc(NC(=O)c2ccc(-c3ccc(F)cc3)o2)s1	0	-2%	4%	25%	-8%	2%	-1%	-13	-7%	-6%	-1%
CCn1cc(Cl)c(C(=O)Nc2nc3ccccc3n2CCN2CCCCC2)n1	52	-1%	2%	2%	4%	1%	-5%	12	-1%	-4%	-2%[11.7 µM]
CC(NC(=O)C(C)N1CCN(Cc2ccccc2)CC1)c1ccc(F)cc1 (configuration not stated)	-4	-13%	0%	-1%	-5%	2%	9%	12	5%	0%	1%
CCn1c(SCC(=O)NC2CCCCC2)nnc1C(CO)NC(=O)c1ccccc1 (configuration not stated)	0	3%	0%	1%	5%	5%	-2%	12	-4%	-5%	/
CC(=O)c1c(C(=O)O)c2ccccc2[nH]c1=O	-8	91%[activator]	0%	-1%	-2%	-1%	-1%	5	9%	2%	/
Cc1ccc(-n2ncc3c(NCc4cccnc4)ncnc32)c(C)c1	-7	2%	3%	-5%	7%	/	?	-12	6%	-2%	1%
Cc1ccc(S(=O)(=O)Oc2ccccc2/C=C2/SC(=O)NC2=O)cc1	8	-1%	1%	-3%	0%	5%	12%	-37	13%	18%	/
O=C/C(=C\Nc1ccc(Br)cc1)c1nc2ccccc2o1	1	1%	1%	2%	1%	4%	?	-1	-3%	3%	8%
O=C(CSc1nc2cc(Cl)ccc2o1)NC1CC1	-2	6%	4%	/	7%	/	3%	/	/	/	/
CCOC(=O)Nc1ccc2nc(N3CCCCCC3)sc2c1	6	-9%	0%	0%	?	-3%	?	-11	6%	-7%	-20%
Cc1nc(C(=O)Nc2cc(Cl)ccc2Cl)nn1-c1cc(OC(C)C)c(Cl)cc1Cl	0	-16%	6%	-1%	24%	1%	-3%	6	8%	3%	?

Bioassay records: PubChem BioAssay, National Center for Advancing Translational Sciences (NCATS)

The list is partial (hit frequency here may not be typical).
